Source: PubChem
E coli WT exp: growth inhibitors of E. coli BW25113 wild type; hit rate 0.15% among 98,000; OD600 absorbance; growth inhibition, % at 100 µM; AID 710;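 active = growth inhibition above about 50% at one test dose, limit read from the data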;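 also: growth measured after 20 h incubation at 37 °C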
VCAM1 TNFa inh: reduces TNF alpha induced VCAM1 expression in HUVEC. HUVEC TNFa-induced VCAM-1 immunofluorescence, high-content imaging. inhibition, % at 2 µM. hit rate 0.48% among 95,000. AID 802;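 active = inhibition above the batch mean plus 3 SD, with images confirmed as a hit by eye, cut at about 37% in these data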;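 also: 0% = TNF-stimulated DMSO wells and 100% = unstimulated control wells; not every result past the cut was called active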
HUVEC tox TNFa: HUVEC cytotoxicity counter-screen, TNF alpha stimulated | HUVEC TNFalpha-stimulated, Hoechst cell count, imaging | cell count reduction, % at 2 µM | hit rate 0.17% among 93,000 | AID 848;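 active = cell count reduction exceeding the screen mean by over 5 SD, scaled to untreated wells per plate, cut at about 78% in these data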;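 also: cells counted after 24 h of TNF alpha exposure following the 1 h pretreatment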
DAT uptake mod: human DAT dopamine uptake with cocaine, either direction; Q01959; AID 449768; hit rate 1.3% among 110,000; LLC-PK1 hDAT cells, [14C]-dopamine uptake with cocaine IC80; actives deviate in either direction; B-score at 10 µM;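 active = Z score or B-score, a plate-position-corrected score, falls beyond the plate's 99.7% confidence bounds, in either direction; inactive = both scores lie inside the 99.7% bounds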;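 also: scored against the spread of the other compound wells on the same plate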
cytoskel mod: modifiers of cytoskeleton assembly; HUVEC TNFa F-actin phalloidin imaging, high content; inhibition, % at 2 µM; hit rate 0.18% among 91,000;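 active = inhibition above the batch mean plus 3 SD and confirmed as a hit by visual image inspection, cut at about 30% in these data, passing the limit was not always enough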; also: strong numbers were not always called active
HUVEC tox IL1B: toxic to HUVEC cells under IL-1B stimulation; hit rate 0.41% among 94,000; cell count reduction, % at 2 µM; HUVEC cell count loss, Hoechst imaging, IL-1B stimulated;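 active = cell count reduction more than 3 SD above the screen-wide mean, cut at about 70% in these data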;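 also: normalized per plate to untreated control cells as the no-loss baseline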
PLK1 kinase inh: blocks human PLK1 kinase activity | P53350 | recombinant PLK1 kinase, TR-FRET peptide phosphorylation | inhibition, % at 10 µM | hit rate 0.53% among 97,000;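 active = inhibition of 50% or more in the single-concentration screen; inactive = inhibition below 50%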;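 also: 0% = DMSO max control and 100% = H-89 dihydrochloride min control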
Target sequence (P53350 whole entry, looked up): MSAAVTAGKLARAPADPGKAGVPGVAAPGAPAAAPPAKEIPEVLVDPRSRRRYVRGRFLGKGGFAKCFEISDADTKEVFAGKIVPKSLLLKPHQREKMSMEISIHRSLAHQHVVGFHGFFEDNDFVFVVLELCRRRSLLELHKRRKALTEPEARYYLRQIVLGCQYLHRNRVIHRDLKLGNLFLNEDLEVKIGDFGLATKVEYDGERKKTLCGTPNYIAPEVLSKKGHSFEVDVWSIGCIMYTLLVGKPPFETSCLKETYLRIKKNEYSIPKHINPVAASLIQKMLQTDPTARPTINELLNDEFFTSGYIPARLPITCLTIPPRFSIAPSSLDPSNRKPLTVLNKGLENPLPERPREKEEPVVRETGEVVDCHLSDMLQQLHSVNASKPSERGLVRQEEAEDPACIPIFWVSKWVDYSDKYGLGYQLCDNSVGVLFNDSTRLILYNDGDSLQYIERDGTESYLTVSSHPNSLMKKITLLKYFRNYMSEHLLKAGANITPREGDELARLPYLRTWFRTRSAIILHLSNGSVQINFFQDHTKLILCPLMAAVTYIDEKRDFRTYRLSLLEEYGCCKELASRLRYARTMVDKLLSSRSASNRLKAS
sEH inhibitor: soluble epoxide hydrolase (human) inhibition. inhibition, % at 2 µM. hit rate 0.34% among 91,000. recombinant human sEH enzymatic activity assay. P34913; in the data active = inhibition above about 80%; also: values of inactives mirror those of a sister screen read the other way; many of its hits are not listed in these tables
Plk1 PBD FP: blocks phosphopeptide binding to human Plk1 polo box domain; P53350; Plk1 PBD phosphopeptide binding, fluorescence polarization; inhibition, %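 (tested at about 20 µM)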; hit rate 0.13% among 97,000; in the data active = inhibition above about 34%, passing the limit was not always enough
* = called active by the depositor; / = no result given.

Start of the data: the first two records, to show the layout:
molecule,E coli WT exp,VCAM1 TNFa inh,HUVEC tox TNFa,DAT uptake mod,cytoskel mod,HUVEC tox IL1B,PLK1 kinase inh,sEH inhibitor,Plk1 PBD FP
O=S(=O)(c1cccs1)N1CN(CC2CCCO2)c2nc3ccccc3nc21 (stereo unspecified),6.0,-8.3,-5.7,-1.06,6.0,-35.1,11.0,11.9,6.1
CC(C)C(=O)Nc1ccc(C(=O)c2ccccc2)cc1,/,5.0,-1.2,1.15,-11.8,-9.3,-9.2,5.9,4.1

The listing, repeating the preview:
molecule,E coli WT exp,VCAM1 TNFa inh,HUVEC tox TNFa,DAT uptake mod,cytoskel mod,HUVEC tox IL1B,PLK1 kinase inh,sEH inhibitor,Plk1 PBD FP
O=S(=O)(c1cccs1)N1CN(CC2CCCO2)c2nc3ccccc3nc21 (stereo unspecified),6.0,-8.3,-5.7,-1.06,6.0,-35.1,11.0,11.9,6.1
CC(C)C(=O)Nc1ccc(C(=O)c2ccccc2)cc1,/,5.0,-1.2,1.15,-11.8,-9.3,-9.2,5.9,4.1
CCOC(=O)N1CCN(C(=O)CN(C2CCCCC2)S(=O)(=O)c2ccc(F)cc2)CC1,1.0,1.6,-24.0,0.649,1.1,-60.0,-7.7,3.1,21.5
Cc1ccccc1OC(=O)C1C(c2ccccc2)C(C(=O)O)C1c1ccccc1 (stereo unspecified),-2.0,3.8,7.4,0.545,/,5.7,-7.6,-26.1,14.1
O=C(Cc1cccs1)N(Cc1cccs1)C1(C(=O)NC2CCCC2)CCCCC1,-4.0,-4.6,8.6,-1.54,-6.4,-19.7,-10.4,-6.6,-18.8
CCOC(=O)c1sc(NC(=O)C(CC)OC(=O)C(CC(C)C)NC(=O)c2ccccc2)nc1C (stereo unspecified),9.0,-6.8,3.7,0.0143,20.3,-86.5,-7.9,-1.9,2.1
CC(=O)N1SC(N)=NC1c1ccccc1 (stereo unspecified),6.0,13.6,-21.5,-0.17,-15.9,-28.7,-4.5,-2.1,-9.9
O=S(=O)(c1ccc(OCC(O)CN2CCCC2)cc1)N1CCOCC1 (stereo unspecified),1.0,-0.8,8.2,-0.818,-13.6,-11.4,-16.3,4.7,3.0
Cc1nn(C)c(C)c1S(=O)(=O)N(CC(=O)N1CCc2ccccc21)c1ccc(C(C)C)cc1,-5.0,-2.3,-0.4,0.131,-8.5,-11.5,-8.8,-12.8,5.4
O=c1[nH]c(Cn2nnc(-c3ccccc3)n2)nc2scc(-c3ccccc3)c12,-11.0,1.1,2.0,-0.083,-4.8,-15.7,-9.3,12.3,-14.3
COC(=O)C1=C(N)Oc2cc(C)[nH]c(=O)c2C1c1ccncc1 (stereo unspecified),-4.0,13.3,-21.6,1.02,-2.3,-2.9,-7.5,-8.2,-6.3
CN1CCc2nc(SCc3ccc(Cl)cc3)c(C#N)c(-c3cccs3)c2C1,/,5.9,-6.9,1.59,-2.8,9.6,-5.5,-1.9,26.1
COc1c(C(C)C)cc(NC(C)=O)cc1C(C)C,2.0,8.0,3.8,0.322,5.4,-106.8,0.3,-3.3,1.8
O=C(COC(=O)CCc1c[nH]c(=O)[nH]1)Nc1ccccc1Cl,8.0,-5.8,12.2,-1.64,-16.7,41.3,-2.0,-5.2,-19.8
Cc1nn(-c2ccccc2)c(C)c1NC(=O)c1cccs1,-9.0,14.6,5.3,0.352,0.2,3.9,-9.4,-1.5,-28.6
O=c1c(Cc2ccc(F)cc2)c(O)ccn1Cc1cccc(Cl)c1,-1.0,-16.8,10.7,-1.06,20.5,0.4,-9.5,1.9,-39.2
CCCCN(CCCC)S(=O)(=O)c1ccc2oc(C(=O)N3CCOCC3)c(C)c2c1,-25.0,2.9,-39.3,0.681,-3.0,1.3,-0.7,2.8,-4.0
Cc1cc(NC(=O)C(C)(C)C)no1,6.0,23.6,-9.3,-0.213,-13.6,-11.0,-6.9,-2.6,12.4
CC(=O)c1cccc2c(O)c(C3=Nc4ccccc4C3=O)[nH]c12,/,24.6,7.6,-1.3,7.2,-24.8,-0.2,-0.7,-9.0
CCCCC(CCC(=O)Nc1ccc(C(=O)OCC)cc1)C(=O)O (stereo unspecified),5.0,0.1,-7.8,1.31,-1.4,8.2,-6.9,-3.2,4.9
N#Cc1c(NC(=O)CN2CCN(S(=O)(=O)c3ccc4c(c3)OCCO4)CC2)sc2c1CCC2,-2.0,-6.6,-40.5,-0.657,27.8,-31.4,-2.5,5.6,-18.2
CCOC(=O)C1CCCN(CCC(C)c2ccccc2)C1 (stereo unspecified),2.0,17.8,-9.5,-0.51,5.5,-41.8,-10.5,3.0,0.8
CC(=O)OCc1cc(=O)n(C)c(=O)n1C,-3.0,-8.6,-7.8,-0.898,12.5,-3.0,-5.6,-0.1,-1.0
CCn1nnc(-c2ccccc2NC(=O)C(F)(F)F)n1,11.0,0.9,5.3,-1.08,-21.2,10.2,-8.9,-10.7,5.7
CCOC(=O)c1c(NC(=O)CSc2nnc(Cc3ccccc3)o2)sc(C(C)=O)c1C,-12.0,-6.2,-10.1,-0.661,15.2,-25.2,-7.8,-2.4,-3.8
Cc1ccn(C(=O)c2cc3cc(Cl)ccc3oc2=O)n1,2.0,-8.3,-48.4,0.844,/,-16.2,2.3,10.7,-1.1
CCCCCCNC(=O)Cc1nc2nc(C)cc(C)n2n1,11.0,-5.7,-24.3,0.188,10.5,-21.1,-7.8,13.8,-0.8
COC(=O)CSc1nnc(SCc2ccc(OC)cc2)s1,-9.0,13.9,-2.1,/,-4.5,-9.7,-7.8,-15.2,-28.3
COCCSc1ccccc1C(=O)Nc1ccncc1,5.0,4.3,-16.2,0.0438,-7.2,-12.1,-8.4,6.8,22.6
COc1ccc(C(C)=O)cc1CSc1nc2cc(Cl)ccc2o1,-14.0,7.4,-13.0,-0.0159,-3.4,88.1*,-2.7,-14.9,2.6
FC(F)(F)c1nnc2sc(-c3ccccn3)nn12,3.0,-1.8,3.2,-0.569,/,6.4,-1.4,-5.3,1.2
O=C(c1ccccc1)N(Cc1cccs1)C1CCS(=O)(=O)C1 (stereo unspecified),-16.0,1.0,-5.4,-1.07,7.2,7.7,-11.8,-9.4,-17.4
O=C(C1CCCCC1)N1CCN(c2ccccc2F)CC1,-2.0,6.3,-9.3,0.558,2.4,9.6,-8.8,/,22.4
CC(C)CC(=O)O/N=C1\C(=O)N(Cc2ccc(Cl)cc2)c2ccc([N+](=O)[O-])cc21,11.0,10.0,-16.2,-0.696,4.0,91.9*,-7.6,8.8,3.1
CCP(=O)(CC)C(C)(C)CP(=O)(c1ccccc1)c1ccccc1,2.0,/,/,0.153,/,-17.6,-5.3,-0.5,18.6
CCC(Oc1ccccc1)C(=O)N1CCN(c2ccccn2)CC1 (stereo unspecified),3.0,-0.8,-9.0,0.0585,2.4,34.2,-16.6,-4.8,-8.5
CC(=O)NCCn1ccc2ccccc21,2.0,6.4,-27.9,-0.413,21.4,4.2,-9.2,7.6,3.5
CCCOC(=O)C1C2C=CC(C2)C1C(=O)OCC(=O)c1ccccc1 (stereo unspecified),11.0,-29.7,-20.2,-1.26,1.6,-2.4,-10.5,-1.0,-7.9
COC(=O)C1C2CCC(C2)C1C(=O)OCC(=O)c1ccc(C)cc1 (stereo unspecified),11.0,-15.0,-36.1,-0.438,-3.3,16.2,-13.2,-0.1,3.0
CCCC(=O)NCCCc1nc2ccccc2n1CC,-4.0,-12.1,-9.9,-1.43,-2.8,-6.6,-15.0,3.3,22.8
O=C1C2C3C=CC(C3)C2C(=O)N1CN(Cc1ccccc1)CN1C(=O)C2C3C=CC(C3)C2C1=O (stereo unspecified),-1.0,26.0,47.1,-1.93,-12.2,-1.7,-6.6,-2.1,12.7
O=C(CSc1nc2ccccc2n1CCc1ccccc1)NC1CCS(=O)(=O)C1 (stereo unspecified),7.0,9.2,-23.3,0.564,1.5,19.3,-7.0,2.2,1.0
CC1=C(C(=O)O)N2C(=O)C(NC(=O)c3ccn(C)n3)C2SC1 (stereo unspecified),-10.0,5.0,-4.8,1.15,-8.8,6.9,-7.6,-10.5,-5.7
Nc1ccc(N2CCN(C(=O)c3ccco3)CC2)cc1,6.0,13.2,4.8,-0.721,3.8,-12.5,-4.2,0.2,9.6
CC1(C)CNC(=O)c2sc(N3CCCCC3)nc2C1,-4.0,0.0,5.5,0.0252,12.4,-7.7,-9.6,11.4,6.2
O=C(c1ccco1)N1CCN(c2nc(C(F)(F)F)nc3c2nnn3Cc2ccccc2)CC1,-6.0,-0.4,-1.1,1.14,12.8,11.5,-0.7,-12.0,-8.9
O=C(c1nn2c(C(F)(F)F)cc(-c3ccc(F)cc3)nc2c1Cl)N1CCOCC1,1.0,12.8,-22.7,-1.48,-2.1,21.5,-16.6,-13.5,3.3
COc1ccccc1CNC(=O)CN(c1ccc(C)cc1)S(=O)(=O)c1c(C)nn(C)c1C,5.0,-13.2,-12.1,1.04,-15.1,-0.5,2.7,/,-14.5
Cc1ccc(S(=O)(=O)CC(=O)N2CCCC2)cc1,-10.0,10.7,-14.4,1.29,4.2,-34.7,-11.3,6.0,17.5
CNS(=O)(=O)c1cccc(C(=O)OCC(=O)c2cc(C)n(-c3ccc4c(c3)OCO4)c2C)c1,-3.0,7.7,6.9,-0.669,-18.5,12.5,-5.2,4.3,10.6

Next compounds.
molecule,E coli WT exp,VCAM1 TNFa inh,HUVEC tox TNFa,DAT uptake mod,cytoskel mod,HUVEC tox IL1B,PLK1 kinase inh,sEH inhibitor,Plk1 PBD FP
Cc1cc(C(=O)OCC(=O)NC(C)(C)C)c2ccccc2n1,5.0,-2.7,-9.6,-0.698,-4.0,-14.9,-5.9,10.1,19.5
Cc1ccc(OCCn2cc(C#N)c3ccccc32)cc1,/,-11.3,/,-0.748,2.7,-21.6,-2.5,6.6,-12.0
COCC(O)CSc1nc(C)[nH]c1[N+](=O)[O-] (stereo unspecified),-4.0,-0.6,11.8,-0.892,-32.0,6.7,-6.9,7.0,3.9
CCOC(=O)CCc1c(C)n(CC)c2cc(-c3ccccc3OC)nn2c1=O,5.0,-3.8,-18.7,-0.0232,/,-9.4,-6.8,-9.5,-0.1
Cc1ccc(S(=O)(=O)c2nc(C)oc2NCc2ccccc2)cc1,6.0,15.6,2.1,-0.993,-17.1,-3.2,-4.9,-14.4,28.1
Nc1nonc1C(=O)NCCN=Cc1ccccc1O,5.0,-6.5,4.5,-0.729,15.2,-0.7,-14.7,10.0,3.9
Cn1c(C(=O)OC(C(=O)NC2CCCCC2)c2cccnc2)cc2sccc21 (stereo unspecified),-3.0,-18.4,1.8,-0.276,-17.3,6.3,-13.2,-2.8,0.3
CCCn1nc2cc(C(=O)NCCc3cccs3)ccc2c1OCC,3.0,24.7,18.9,0.0634,-17.6,7.8,-15.0,-7.3,13.3
C/C(=N\NC(=O)CC1N=C(Cc2ccccc2)NNC1=O)c1ccc(Cl)cc1Cl (stereo unspecified),-4.0,17.1,1.8,2.29,-3.0,-2.3,-7.2,21.2,7.6
Clc1ccc2nc(N3CCCCC3)[nH]c2c1,20.0,-2.3,-9.2,1.65,6.6,-34.3,-11.3,25.1,-3.9
COC(=O)C1=C(C)C(c2ccc(OC)cc2)NC(=S)N1 (stereo unspecified),1.0,17.3,-7.3,-0.805,6.1,16.1,-8.5,-0.9,12.3
O=C(Nc1nncs1)c1cccc(S(=O)(=O)N2CCCC2)c1,-1.0,-10.8,-30.9,0.27,16.3,-30.9,2.0,-8.3,10.2
Cc1cc(NC(=O)NC2CCCN2S(=O)(=O)c2ccc(Cl)cc2)no1 (stereo unspecified),1.0,5.2,4.2,0.49,9.9,-21.6,-6.8,-2.5,0.3
CN1CCN(C(=O)/C(=C\c2ccccc2)c2ccccc2)CC1,-3.0,14.4,-13.7,-0.8,10.2,10.6,-11.3,14.8,15.9

Hits appear at their usual frequency. About 3.4% of those tested had a hit in this group.
